# G6PDH CS – inhibits Leuconostoc G6PDH, flagging false hits in G6PDH-based assays | inhibition, % at 5 µM | 200,000 compounds, 0.12% hits | Purified L. mesenteroides G6PDH, diaphorase/resazurin coupled fluorescence, 45 min; in the data active means inhibition above about 50%
# Diaphorase inh – counter-screen for diaphorase-based assays: diaphorase inhibitors and chemical oxidizers; inhibition, % at 20 µM; 190,000 compounds, 0.69% hits; diaphorase resazurin-to-resorufin fluorescence, NADH, 16 min; bacterial (C. kluyveri) enzyme, not human;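 active means primary screen inhibition at 20 µM above a set limit, cut at about 50% in these data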;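 further: plate controls were DMSO with full reaction for no effect and wells lacking NADH for full effect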
#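 Test system: Clostridium kluyveri diaphorase enzyme / Quantity: diaphorase at 0.14 U/mL in enzyme working solution / Incubation: 16-min room-temperature incubation before reading / Benchmarks: NADH-free wells as positive control, DMSO-only neutral wells / Signal: resorufin fluorescence 544/590 nm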
# TNAP act hi DEA – increases human TNAP activity under high phosphate acceptor concentration | 200,000 tested, under 10 active | activation factor at 20 µM | purified TNAP, CDP-star luminescence, 1 M DEA, 30 min; hits give high values; 0 = EDTA background, 1 = DMSO-only activity | AID 1136 | P05186;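 active means activation factor at least 2 at 20 µM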
# Target sequence (P05186 whole entry, looked up): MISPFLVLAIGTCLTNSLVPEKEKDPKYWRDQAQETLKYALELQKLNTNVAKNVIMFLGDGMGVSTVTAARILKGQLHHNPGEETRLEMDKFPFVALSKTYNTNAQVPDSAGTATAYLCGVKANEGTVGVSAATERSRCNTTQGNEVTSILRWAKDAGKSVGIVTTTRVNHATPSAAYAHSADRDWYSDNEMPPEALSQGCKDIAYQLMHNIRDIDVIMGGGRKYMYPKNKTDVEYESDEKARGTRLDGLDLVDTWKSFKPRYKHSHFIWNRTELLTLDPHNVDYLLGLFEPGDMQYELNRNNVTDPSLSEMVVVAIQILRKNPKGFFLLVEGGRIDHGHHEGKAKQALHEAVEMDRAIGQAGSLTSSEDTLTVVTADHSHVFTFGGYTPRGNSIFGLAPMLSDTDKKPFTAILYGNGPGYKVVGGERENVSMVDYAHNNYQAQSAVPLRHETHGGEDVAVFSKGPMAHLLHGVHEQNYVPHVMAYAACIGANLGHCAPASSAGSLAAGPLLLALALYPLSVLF
#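 Measured by: Luminescent substrate turnover signal | Test system: Human TNAP | Input: TNAP 1/800 final | Dosing: 20 µM single point | Schedule: 30 min, room temperature | Controls: EDTA wells as negative control, DMSO wells as positive control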
# TNAP inh noacc – TNAP (human) inhibition, acceptor-free conditions | 200,000 compounds, 0.26% hits | inhibition, % at 20 µM | purified TNAP, CDP-star luminescence, 30 min | AID 1012 | P05186;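 active means tissue-nonspecific alkaline phosphatase inhibition above about 50% at 20 µM in the single-dose screen, limit read from the data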;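 further: 0% = DMSO negative control and 100% = EDTA positive control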
# PMI activator – phosphomannose isomerase (human) activation; P34949; purified human PMI, coupled resazurin fluorescence, 20 min; hits give high values; 1 = vehicle control, 0 substrate-free wells; activation factor at 20 µM; 190,000 compounds, 0.005% hits;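 active means activation factor of 2 or more at 20 µM, relative to plate controls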
# Diaph act CS – counter-screen for diaphorase-based assays: diaphorase activators and chemical reducers; 190,000 compounds, 0.005% hits; Diaphorase/resazurin coupled assay, resorufin fluorescence, 16 min; hits give high values; 1 = vehicle wells, 0 = NADH-free wells; activation factor at 20 µM;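 active means diaphorase activity raised at least twofold by the compound at 20 µM; inactive means activation factor below 2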
#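 Material: Clostridium kluyveri diaphorase, purified enzyme; Quantity: enzyme 0.07 U/mL final; Medium: HEPES pH 7.4 buffer with MgCl2 and Tween 20; Dosing: single compound dose of 20 µM, 1% DMSO final; Schedule: 16 min reaction at room temperature; Measured by: red resorufin fluorescence at 544/590 nm excitation/emission.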
# PMI act hi M6P – PMI (human) activation, high substrate. AID 1216. 190,000 compounds, 0.34% hits. activation factor at 20 µM. coupled PMI enzyme assay, resazurin fluorescence, 20 min; hits give high values; 1 = untreated enzyme, 0 = substrate-free blank. P34949;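 active means activation factor of 2 or more at 20 µM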
#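 Test system: human phosphomannose isomerase with PGI, G6PDH, diaphorase coupling enzymes; Amount: PMI at 15 ng/mL final; Reagent: Mannose-6-phosphate 1.0 mM (near-saturating) plus 0.22 mM NADP+; Timing: 20 min, room temperature; Technique: resorufin fluorescence at Ex 544/Em 590 nm; Dosing: 20 µM single dose.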
# TNAP inh hi DEA – TNAP (human) inhibition, high acceptor; purified TNAP, CDP-star luminescence, 1 M DEA; 200,000 compounds, 0.03% hits; P05186; inhibition, % at 20 µM;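 active means over 50% inhibition of tissue-nonspecific alkaline phosphatase at 20 µM in the single-dose screen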;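 further: plate controls were DMSO wells for no effect and EDTA-quenched wells as full inhibition for full effect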
# FLuc stim CS – firefly luciferase counter-screen for stimulation assays; ATPlite luciferase biochemical, luminescence, 10 min; 0 = ATP-free wells, 1 = DMSO control; P08659; activation factor at 10 µM; 200,000 tested, under 10 active; AID 1027;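 active means luciferase activation factor, scaled between plate controls, of at least 2 with compound at 10 µM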
# Target sequence (P08659 whole entry, looked up): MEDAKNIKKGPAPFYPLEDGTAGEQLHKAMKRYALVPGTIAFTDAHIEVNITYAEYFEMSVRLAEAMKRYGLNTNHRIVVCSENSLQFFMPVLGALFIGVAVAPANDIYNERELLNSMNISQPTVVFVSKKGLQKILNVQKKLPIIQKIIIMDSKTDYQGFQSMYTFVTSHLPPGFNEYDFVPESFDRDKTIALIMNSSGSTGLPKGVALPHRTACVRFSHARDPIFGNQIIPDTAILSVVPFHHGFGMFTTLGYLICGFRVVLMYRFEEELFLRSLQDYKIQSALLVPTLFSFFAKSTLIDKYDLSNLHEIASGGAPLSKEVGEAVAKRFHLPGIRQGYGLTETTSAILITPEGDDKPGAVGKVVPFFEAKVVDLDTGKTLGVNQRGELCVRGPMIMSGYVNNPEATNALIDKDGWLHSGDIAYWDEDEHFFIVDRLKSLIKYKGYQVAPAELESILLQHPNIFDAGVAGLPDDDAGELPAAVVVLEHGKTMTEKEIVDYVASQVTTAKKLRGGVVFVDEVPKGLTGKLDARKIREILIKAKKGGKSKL
#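 test system = cell-free luciferase reagent | medium = PBS as buffer for the ATP substrate | dosing = test compounds dosed from 2 mM stocks in 100% DMSO | incubation = 10 min at ambient temperature | detection = luminescence measurement of luciferase light output | benchmarks = low control with PBS replacing ATP, high control enzyme plus ATP without compound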
# Efa HMGR inh – blocks class II HMG-CoA reductase of Enterococcus faecalis; purified E. faecalis HMGR, NADPH absorbance 340 nm kinetic; inhibition, % at 10 µM; 190,000 compounds, 0.41% hits;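 active means inhibition above a set limit, the median over all tested compounds plus 3 SD, cut at about 9.5% in these data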;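 further: enzyme runs in reverse so mevalonate oxidation gives rising NADPH absorbance; 0% = complete reaction with DMSO and 100% = background rate lacking mevalonate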
# * = called active by the depositor. This is a random part of the collection, and some 1.7% of all compounds hit somewhere here.
# Each structure is followed by: G6PDH CS	Diaphorase inh	TNAP act hi DEA	TNAP inh noacc	PMI activator	Diaph act CS	PMI act hi M6P	TNAP inh hi DEA	FLuc stim CS	Efa HMGR inh
CCNc1nc(Cl)nc(NNC(=O)C(C)Oc2ccccc2)n1 (stereo not drawn)
    -1	6	1	-115	1	0.9	1	-2	1.1	-6
CCOc1cc(N2CCOCC2)c(OCC)cc1NC(=O)c1ccccc1C
    0	3	1.1	-16	1	1	1	-5	1	-3
Cc1csc(NC(=O)Cc2nn(C)c(=O)c3ccccc23)n1
    -2	16	1	0	0.9	0.8	1	-4	1	2
COc1cccc(/C=N/NC(=O)c2cc3c(OC)c(OC)ccc3[nH]2)c1OC
    5	4	1	-8	1	1	0.9	-2	0.9	-8
CC(CC(C)C(=O)N1CCOCCN(C(=O)C(C)CC(C)C(=O)O)CCOCC1)C(=O)O (stereo not drawn)
    8	17	1	-11	0.9	0.8	0.9	-5	1	-3
COc1cccc(C(=O)NCC2CCCO2)c1 (stereo not drawn)
    20	13	1	-6	0.8	0.9	0.9	-2	1	-2
CCN1CCN(Cc2c(O)ccc3c2O/C(=C\C=C\c2ccccc2OC)C3=O)CC1
    -21	11	0.7	22	0.9	0.9	0.9	26	0.6	-2
COCCCn1cc(C(=O)c2cc(OC)ccc2OCC(=O)N2CCCCC2C)cc(C#N)c1=O (stereo not drawn)
    -2	10	1.1	-66	1	0.9	0.9	-6	1	4
COc1ccc(-c2cc(C(F)(F)F)n3nc(C(=O)N4CCOCC4)nc3n2)cc1
    -29	10	1	-9	0.9	0.9	0.9	0	1	-1
CCc1cccc(C)c1N(C(=O)Cn1c(COC)nc2ccccc21)C(C)COC (stereo not drawn)
    2	16	1	-17	1	0.8	1	-3	1	3
CC(C)C(NC(=O)c1cccc(S(=O)(=O)N2CCOCC2)c1)C(=O)NCCc1ccccn1 (stereo not drawn)
    4	0	1.1	-9	0.9	1	1	-6	1	0
O=C(Nc1ccccn1)C1(c2ccccc2)CCCC1
    4	12	1	-10	0.9	0.9	0.9	-4	1.1	2
Cc1ccccc1CNC(=O)CN(c1cccc([N+](=O)[O-])c1)S(C)(=O)=O
    1	3	1	-7	1	1	1	-2	1	-8
CCCCOc1ccc(CN2CCC(O)CC2)cc1
    20	12	1	-2	0.9	0.9	0.9	-3	1	0
O=c1c2ccccc2sn1-c1ccccc1
    -2	9	1	-10	0.1	0.9	0.4	-4	0.7	-3
CC(C)CN(C(=O)CN1CCCCCC1)c1c(N)n(CC(C)C)c(=O)[nH]c1=O
    23	-5	1	-8	1	1	1	-2	1	1
CC(C)(C)C(=O)NC1CCN(S(C)(=O)=O)CC1
    -1	10	1.1	-10	1	0.9	0.8	-5	1.1	-6
CCOC(=O)C1CCCN(C2CC(=O)N(c3ccc(C)c(C)c3)C2=O)C1 (stereo not drawn)
    2	8	1	-9	0.9	0.9	0.9	-4	1.1	-3
O=S(=O)(c1ccc2c(c1)OCCO2)N1CCN(c2nc3ccccc3s2)CC1
    -4	16	1	-9	1	0.8	1	-4	1.1	-5
CCOC(=O)C1CCCN(C(=O)c2cc(-c3ccc(F)cc3)nc3ccccc23)C1 (stereo not drawn)
    -1	16	1	-3	1	0.8	1	-1	1	0

# Arranged by value in PMI act hi M6P (high to low): 4 from the list above.
SMILES	PMI act hi M6P
CCOC(=O)C1CCCN(C(=O)c2cc(-c3ccc(F)cc3)nc3ccccc23)C1 (stereo not drawn)	1
CCOC(=O)C1CCCN(C2CC(=O)N(c3ccc(C)c(C)c3)C2=O)C1 (stereo not drawn)	0.9
CC(C)(C)C(=O)NC1CCN(S(C)(=O)=O)CC1	0.8
O=c1c2ccccc2sn1-c1ccccc1	0.4

# The main list resumes, starting 2 compounds before the break.
# Each structure is followed by: G6PDH CS	Diaphorase inh	TNAP act hi DEA	TNAP inh noacc	PMI activator	Diaph act CS	PMI act hi M6P	TNAP inh hi DEA	FLuc stim CS	Efa HMGR inh
O=S(=O)(c1ccc2c(c1)OCCO2)N1CCN(c2nc3ccccc3s2)CC1
    -4	16	1	-9	1	0.8	1	-4	1.1	-5
CCOC(=O)C1CCCN(C(=O)c2cc(-c3ccc(F)cc3)nc3ccccc23)C1 (stereo not drawn)
    -1	16	1	-3	1	0.8	1	-1	1	0
CN1CCN(C2=C(Cl)C(=O)N(c3ccc(Cl)cc3)C2=O)CC1
    4	5	1	-12	1.1	1	1	-5	1	-3
Nc1nc(Cl)nc2c1ncn2[C@@H]1O[C@H](CO)[C@@H](O)[C@H]1O
    15	10	1	-7	1	0.9	1	0	1.1	-6
COC(=O)c1sc(NC(=O)COc2ccccc2)nc1C
    1	10	1	-11	1	0.9	1.1	-2	0.8	-4
O=C(Nc1cc([N+](=O)[O-])ccc1N1CCCC1)c1ccccc1
    17	13	0.9	14	1.3	0.9	1.1	15	1.1	2
COCCn1nnnc1C(c1ccc(C(F)(F)F)cc1)N1CCOCC1 (stereo not drawn)
    2	22	1	-7	0.9	0.8	0.9	-2	1	-3
CCOC(=O)Cc1csc(NC(=O)C(C)(C)C)n1
    10	6	1	-8	0.9	0.9	0.9	-1	1	5
O=C(Nc1nccs1)C1CCCN(S(=O)(=O)c2cccnc2)C1 (stereo not drawn)
    -2	-6	1	-18	1	1.1	1.1	-4	1	2
Cc1cc(C)c2c(N)c(C(=O)c3cccc(Cl)c3)sc2n1
    3	21	1	-9	0.9	0.8	0.9	-1	1.1	-2
Cc1ccc(C(=O)N/C(=C\c2ccccc2)C(=O)NCCCn2ccnc2)cc1
    5	-8	1	-3	1	1.1	1.1	-1	1.1	1
CC[n+]1c(/C=C(/C)SC)sc2ccccc21
    -2	18	1	-17	1.1	0.8	1.4	-4	1.1	-8
NC(=O)c1cc([N+](=O)[O-])ccc1NCCN1C(=O)c2ccccc2C1=O
    7	9	1	9	1.1	0.9	0.9	4	1.1	0
CCOC(=O)C1CCCN(c2c(NCCN3CCCCC3CC)c(=O)c2=O)C1 (stereo not drawn)
    4	10	1.1	-13	1	0.9	1	-6	1.1	3
O=C(Cc1cccs1)Nc1nnc(SCC(=O)N2CCCCC2)s1
    5	4	1	0	1	1	1.1	-3	1.1	-8
Cc1ccc(C2=NN=C(NC(=O)CSc3nc(C)cc(C)n3)SC2)cc1
    -21	15	1	16	1	0.9	1.4	0	1.1	-5
COc1cccc(OC)c1OCCN1CCN(C(=O)c2ccco2)CC1
    1	12	1	-13	0.9	0.9	1	-2	1.1	-3
O=c1cc(CO)oc(C(Nc2cccc([N+](=O)[O-])c2)c2ccccn2)c1O (stereo not drawn)
    35	31	1	-7	1	0.7	0.7	-3	1.1	-3
CCn1c(NC(=O)c2cccc(Cn3cc(Cl)cn3)c2)nc2ccccc21
    12	12	1.1	-13	1.2	0.9	1.2	-6	1.1	-6
CCCCOC(=O)C1=C(C)NC(=O)NC1c1ccc([N+](=O)[O-])s1 (stereo not drawn)
    3	0	1	-2	1.2	1	1.2	4	1	-6
O=c1ccc2cc(S(=O)(=O)N3CCN(c4ccccc4)CC3)ccc2o1
    -6	8	1	-9	0.8	0.9	0.8	-2	1	-9
CC(=O)Nc1nc2ccccc2n1CCOc1ccccc1Cl
    -9	19	1	-6	0.8	0.8	0.8	-4	1	1
O=C1CC(C(=O)Nc2ccccc2C(=O)O)C(c2ccccc2)O1 (stereo not drawn)
    -8	12	1	-12	0.9	0.9	1	-3	1.1	-2
CCSc1ccccc1C(=O)NCc1ccc(S(N)(=O)=O)cc1
    2	3	1	-8	1	1	1	4	1.1	-3
Cc1ccc(S(=O)(=O)N(C)C)cc1NC(=O)COC(=O)c1ccc(Cl)cc1
    -4	14	1	-6	1	0.9	1	-4	1	0
CCC(C)NC(=O)c1ccccc1NC(=O)c1ccccc1N(C)S(C)(=O)=O (stereo not drawn)
    4	7	1	-12	1	0.9	1	-4	1.1	-3
O=C(CC1SC(=Nc2cccc3ccccc23)N(Cc2ccccn2)C1=O)Nc1ccccc1Br (stereo not drawn)
    3	26	1.1	-9	0.9	0.7	0.8	-9	1	-1
O=C(c1cccc(Cl)c1)N1CCCC(c2ccc(Cl)cc2)=N1
    -4	20	1	-2	0.9	0.8	1	0	1	1
O=C(c1ccco1)N1CCN(C(=O)C2CCCN(S(=O)(=O)c3cccc4nsnc34)C2)CC1 (stereo not drawn)
    -6	0	1	-13	1.1	1	1.1	-2	1.1	0
COc1ccc(C2(O)CCN(CCCCOc3ccccc3)CC2)cc1
    6	-2	1.1	-11	0.9	1	1	-5	1	-9
O=C(CCC(=O)N(c1ccccc1)C(C(=O)NC1CCCC1)c1ccncc1)Nc1cccnc1 (stereo not drawn)
    -2	8	1.1	-6	1	0.9	1	-6	1.1	-1
COc1ccc(-c2nn(-c3ccccc3)cc2C(=O)Nc2nc(CC(C)=O)ns2)cc1
    1	14	1	-14	0.9	0.9	0.9	-2	1	-3
O=C(N/N=C/C(Br)=C/c1ccccc1)c1cc(-c2ccco2)[nH]n1
    10	16	1.1	-37	1	0.8	1	-6	1	-5
Cc1nc2c(n1C1CCCCC1)C(=O)c1ccccc1C2=O
    21	32	0.9	15	1	0.7	0.6	7	1	4
CC1CCN(C(=O)CN2C(=O)C(=O)c3ccccc32)CC1
    18	12	1	11	1	0.9	0.9	-3	1.1	-1
Cc1ccc(OCCN2CCN(C)CC2)c([N+](=O)[O-])c1
    2	22	1	-11	1	0.8	1.1	2	1	0
O=C(CN(c1ccc2c(c1)OCCO2)S(=O)(=O)c1ccccc1)N1CCN(Cc2ccccc2)CC1
    4	25	1.1	-11	0.9	0.7	0.9	-8	1.1	-3
Cc1c(C(=O)O)nnn1-c1nonc1N
    2	4	1	-12	1.4	1	1.1	-1	1.1	-7
C#CCSc1nnc(-c2ccc(OC)cc2)o1
    2	12	1	-24	1	0.9	1.1	-5	0.6	-1

# Bioassay records from PubChem BioAssay.
